# Source: PubChem (National Center for Advancing Translational Sciences (NCATS))
# FUS yeast rescue: rescues growth of FUS-expressing yeast; S. cerevisiae FUS-expressing, growth rescue, OD600, 24 h; Potency, µM (highest dose often 76.6 µM), inactives show at the highest dose growth rescue (activation), usual class: activators; 390,000 tested, 0.24% active;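 further: potency means the concentration at half of the fitted maximal effect; plate controls were DMSO vehicle for no effect and reference control for full effect; nearly all actives have a fitted effect of over 55% in size; some results filed as inactive show a strong effect at the top dose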
#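 Yeast expressing FUS under galactose induction, OD 0.005 in 2% galactose medium; compounds in a dilution series, 24 h at 30C. Growth rescue by absorbance at 600 nm; CP55940 positive control, DMSO negative.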
# PI5P4K alpha inh: inhibitors of human PI5P4K alpha; P48426; PI5P4Kalpha enzyme, ADP-Glo luminescence, 60 min; stronger effect = lower value; max response, %; 330,000 tested, 1.2% active; AID 652105; active means max response of -50% or lower; inconclusive means between -30% and -50%; inactive means -30% or higher; further: value at the top dose of about 77 µM; on the % scale 0 is the no-effect control and ±100 the full control effect
# Target sequence (P48426 whole entry, looked up): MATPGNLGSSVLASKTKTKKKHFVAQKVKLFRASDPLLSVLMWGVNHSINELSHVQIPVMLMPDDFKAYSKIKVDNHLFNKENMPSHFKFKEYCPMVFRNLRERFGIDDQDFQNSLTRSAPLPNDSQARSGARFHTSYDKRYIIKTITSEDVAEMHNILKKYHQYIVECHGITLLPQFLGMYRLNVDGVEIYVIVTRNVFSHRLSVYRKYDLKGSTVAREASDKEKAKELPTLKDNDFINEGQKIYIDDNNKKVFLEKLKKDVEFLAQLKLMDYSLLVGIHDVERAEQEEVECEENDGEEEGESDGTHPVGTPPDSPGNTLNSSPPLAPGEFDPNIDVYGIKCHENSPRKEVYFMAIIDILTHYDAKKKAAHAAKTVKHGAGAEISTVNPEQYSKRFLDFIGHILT
#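 Single end-point luminescence (ADP-Glo) quantified ADP from PI5P4Kalpha turnover; ATP 5 microM final, 1 h at RT, 0.1% CHAPS and 0.28 mM EGTA in HEPES pH 7.4.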
# Abeta yeast res: A-beta toxicity reversal in yeast; AID 1347071; yeast expressing A-beta42, growth rescue, OD600, 48 h; response scale: 0% DMSO, 100% iron-clioquinol control; 410,000 tested, 0.063% active; Potency, µM (titrated, usually from 46.1 µM), inactives show at the top dose growth rescue, most hits filed as activators; further: potency means the concentration at half of the fitted maximal effect; nearly all actives have a fitted effect of over 55% in size
#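 Yeast growth medium received pinned compounds, then yeast cells expressing toxic A-beta were added; plates incubated at 30 C for 48 hr. Growth read as absorbance at 600 nm, normalized to DMSO and equimolar FeCl3 plus clioquinol controls.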
# WRN inhibitor: blocks human WRN helicase. Q14191. 360,000 tested, 0.46% active. WRN helicase unwinding, fluorescent forked duplex, kinetic. Potency, µM (highest dose often 114 µM), for the others: top-dose activity change, negative = inhibition, most hits filed as inhibitors. AID 651768; further: potency means the concentration at half of the fitted maximal effect; on the % scale 0 is the no-effect control and ±100 the full control effect; nearly all actives have a fitted effect of over 55% in size
#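 WRN at 20 nM final preincubated with compound 15 min at room temperature; reaction started with 100 nM fluorophore/quencher forked duplex oligonucleotide and 2 mM ATP final. Unwinding followed kinetically by red fluorescence (ex 525, em 598 nm).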
# IL2 activator: activates IL-2 in a cell-based reporter assay | 360,000 tested, 0.065% active | activation, % (series mostly up to about 46 µM) | IL-2 activation reporter assay, cell-based qHTS; stimulated with anti-CD3/CD4/CD28 beads; in transgenic mouse T cells; in the data active means activation above about 50%; inconclusive means mostly about 30% to 49%; further: 0% is about no effect
#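 First, unstimulated transgenic mouse T cells were exposed to compound for 60 min. Next, anti-CD3/anti-CD4-coated beads with anti-CD28 were added. Finally, after 18 h at 37 degrees C, EGFP and DsRed were imaged.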
# PLK1 PBD inh: PLK1 (human) polo-box domain binding inhibition; P53350; 360,000 tested, 2.8% active; Plk1 PBD binding of FITC phosphopeptide, fluorescence polarization; Potency, µM, for the others: max response, negative = inhibition, actives largely listed as inhibitors; further: potency means the concentration at half of the fitted maximal effect; series mostly up to about 57 µM; on the % scale 0 is the no-effect control and ±100 the full control effect; nearly all actives have a fitted effect of over 65% in size
# Target sequence (P53350 whole entry, looked up, the tested form may be a part): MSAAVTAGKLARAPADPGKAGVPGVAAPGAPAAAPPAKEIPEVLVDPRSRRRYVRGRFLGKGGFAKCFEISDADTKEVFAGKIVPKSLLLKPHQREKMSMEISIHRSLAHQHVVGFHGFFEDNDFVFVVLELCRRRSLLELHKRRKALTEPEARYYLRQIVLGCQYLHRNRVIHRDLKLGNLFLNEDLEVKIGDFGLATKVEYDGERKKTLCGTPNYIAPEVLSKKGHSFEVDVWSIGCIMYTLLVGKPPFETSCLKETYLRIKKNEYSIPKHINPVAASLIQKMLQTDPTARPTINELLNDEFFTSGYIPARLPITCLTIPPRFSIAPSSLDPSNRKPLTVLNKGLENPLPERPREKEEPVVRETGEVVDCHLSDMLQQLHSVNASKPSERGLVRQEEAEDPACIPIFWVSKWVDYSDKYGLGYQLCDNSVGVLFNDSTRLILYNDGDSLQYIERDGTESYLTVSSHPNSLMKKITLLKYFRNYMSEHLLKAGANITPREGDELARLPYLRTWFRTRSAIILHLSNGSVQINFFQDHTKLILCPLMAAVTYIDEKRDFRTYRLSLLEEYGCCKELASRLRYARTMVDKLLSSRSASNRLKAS
# EPAC1 antag: antagonists of human EPAC1; EPAC1 GEF assay, Rap1b-BODIPY-GDP exchange fluorescence; Potency, µM (titrated, usually from 115 µM), for the others: top-dose activity change, negative = inhibition, actives largely listed as inhibitors; 360,000 tested, 0.14% active;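 further: potency means the concentration at half of the fitted maximal effect; plate controls were vehicle for no effect and positive control for full effect; nearly all actives have a fitted effect of over 50% in size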
# EPAC1 ag: activates human EPAC1 exchange factor | O95398 | Potency, µM (top dose mostly 154 µM), without a hit: at the top dose activation, hits mostly activators | EPAC1 agonist qHTS, biochemical assay; response scale: 100% = response to 6.5 mM cAMP | 360,000 tested, 0.073% active; further: potency means the concentration at half of the fitted maximal effect; nearly all actives have a fitted effect of over 60% in size
#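 Compounds were pinned as a concentration titration into mixtures of EPAC1 (100 nM), BODIPY-GDP-loaded Rap1B (250 nM) and GDP (50 uM). After 5 min at room temperature, fluorescence was followed for 30 min; activity was scaled to 6.5 mM cAMP.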
# * marks the source's active call; other numbers are inactive results; ? = inconclusive; / = no result given; [ ] = remark or other dose. Unless noted, the call rests on the fitted dose curve; in most records, active means well fitted curve in the direction sought with a large enough effect; inconclusive means small, poorly fitted or top-dose-only effect, or another doubt; inactive means no such curve, though single readings can be large; an effect the other way counts as inactive or inconclusive. Compounds as they come; 4.1% or so of the library scored in one or more.
SMILES,FUS yeast rescue,PI5P4K alpha inh,Abeta yeast res,WRN inhibitor,IL2 activator,PLK1 PBD inh,EPAC1 antag,EPAC1 ag
COc1ccccc1C(=O)Nn1c(C2CCC2)nc2ccccc2c1=O,22%,/,10%,-5%,0.2,-9%,9%,3%
O=c1c2ccccc2nc2n1C(CSc1ccc(F)cc1)CN2 (stereo not given),3%,-5,-9%,-3%,0.6,-18%,0%,4%
COC(=O)c1cccc(F)c1C(=O)c1cccc2ccccc12,10%,4,4%,-3%,-0.2,4%,-24%,14%
O=CN1CCN(C(=O)c2ccc(Br)o2)CC1,-26%,0,-6%,0%,-2.4,5%,2%,-4%
COc1ccc(N2C(=O)CC(c3ccc([N+](=O)[O-])cc3)C2=O)cc1 (stereo not given),42%,-3,3%,-3%,-0.7,-1%,7%,24%
CN(C(=S)NC(=O)C12CC3CC(CC(C3)C1)C2)c1ccc(O)cc1,-7%,-1,-11%,13%,-0.6,34µM*,?,-3%
O=C(C1CCCN(Cc2ccc(F)cc2)C1)N1CCCCC1 (stereo not given),-23%,2,0%,2%,-0.3,-3%,13%,6%
Cc1c(Br)cnn1C(C)C(=O)N1CCN(c2ccccc2F)CC1 (stereo not given),-16%,5,-5%,3%,0.7,6%,1%,-11%
Cc1ccc(NC(=O)C2C3CCC(O3)C2C(=O)O)cc1Cl (stereo not given),-14%,5,-3%,-1%,-0.8,7%,-1%,1%
CC(C)CN(C(=O)c1cc([N+](=O)[O-])cc([N+](=O)[O-])c1)C1CCS(=O)(=O)C1 (stereo not given),10%,-3,6%,2%,-3.6,-6%,11%,3%
CCOC(=O)c1c(C)[nH]c(C)c1C(=O)COC(=O)c1sccc1C,/,5,5%,-2%,-3.8,-1%,3%,-1%
Cc1ccc(-c2nc3ccccc3nc2Cl)cc1,-6%,0,5%,5%,-0.2,-7%,-9%,1%
O=C(NCCOc1ccccc1)C(=O)c1c[nH]c2ccccc12,3%,7,/,-7%,-0.3,-1%,0%,4%
Cc1ccc(C)c(N2CCN(c3nc4ccccc4c(=O)n3Cc3ccccc3)CC2)c1,3%,9,0%,-2%,-1.4,-14%,-22%,-12%
Cc1ccc(-c2nn(-c3ccccc3)cc2CO)cc1,8%,23,?,-7%,-3.6,3%,-4%,-7%
COC(=O)c1ccc(Cc2ccc(C(=O)OC)o2)o1,-8%,/,3%,3%[57.1 µM],-2.2,-1%,-4%,-3%
CC(C)(C)c1cc(-c2nc(N)nc(N)n2)cc(C(C)(C)C)c1,4%,-2,1%,-12%[57.1 µM],1.3,1%,?,1%
CC(C)(C)C(=O)CN1C(=O)NC(C)(Cc2ccc3c(c2)OCO3)C1=O (stereo not given),15%,2,0%,-2%,0.6,-4%,-15%,9%
CNc1ccc(/C=C(\CCC(=O)O)c2nc3ccccc3s2)cc1[N+](=O)[O-],/,-18,-11%,?,3.9,-21%,45µM*,?
N#Cc1sc2nc3c(c(-c4ccco4)c2c1N)CCCC3,5%,-5,2%,-7%[57.1 µM],-1.9,-7%,-6%,-1%
CC(C)C1C(C#N)=C(N)Oc2n[nH]c(-c3ccc4ccccc4c3)c21 (stereo not given),6%,/,-15%,-15%,-1.2,1%,-16%,29%
CC1(C)S/C(=N/N=C/c2cccs2)NC1=O,-6%,8,3%,-2%,-2.7,-7%,-1%,0%
CC(C)(C)CNC(=O)[C@]1(C)CCC[C@@]2(C)C3CC[C@@]4(C)C[C@]3(CCC21)CC4=O (stereo not given in full),25%,-4,-8%,1%,1.0,4%,-7%,-9%
OC(CCCN1CCCCC1)(c1ccccc1)c1ccccc1,-28%,8,-21%,9%,-0.3,-11%,-27%,-10%
Cc1cccc(NC(=O)C2CCCN(S(=O)(=O)c3ccc(-n4cnnn4)cc3)C2)c1 (stereo not given),17%,12,5%,2%,0.3,-2%,23%,-4%
O=c1[nH]cnc2c1ncn2C1OC(CO)C(O)C1O (stereo not given),-24%,0,-16%,-8%,-0.3,-1%,-25%,5%
CCCCCCCCN1C(=O)[C@H](CC(=O)NCC23CC4CC(CC(C4)C2)C3)C[C@@]2(C(=O)OC)CC(C)(C)CC=C12,?,1,-4%,-1%,-0.7,-5%,3%,3%
OCC1OC2C(NC(=S)N2c2ccccc2)C(O)C1O (stereo not given),/,13,0%,-8%,-1.8,-1%,7%,0%
COc1ccc(CCNC(=O)c2nc3ncccn3n2)cc1OC,-9%,-14,-46%[inhibitor],2%,0.5,24µM*,8%,-7%
O=S1(=O)[C@H]2C[C@@H]3C=C[C@@]2(CN1Cc1cccc(Cl)c1)O3,-3%,3,-10%,2%,-0.1,-6%,-4%,0%
CN(C(=O)CSc1nc(C2CC2)nc2ccccc12)c1nc(-c2ccccc2)cs1,20%,/,-4%,3%,-0.8,1%,-1%,9%
Cc1cccc(N(CC(=O)N2CCOCC2)S(C)(=O)=O)c1,14%,/,9%,-4%,1.6,-4%,-1%,3%
O=C1CC2(CCN(C(=O)c3ccc([N+](=O)[O-])cc3)CC2)Oc2ccccc21,3%,1,-2%,-1%,-0.2,-1%,-7%,0%
O=C(COc1ccc(Cl)cc1)NCCC1=CCCCC1,9%,/,-10%,-4%,-2.0,-6%,-11%,14%
COc1ccc(-c2cc(C)no2)cc1S(=O)(=O)NCCc1ccco1,-3%,-13,-15%,-8%,-1.0,?,-1%,10%
Cc1ccc([C@H]2C[C@@H](O)[C@H](n3cc(C4CC4)nn3)CN2CC2CCCCC2)cc1,-14%,0,-12%,3%,-3.6,-6%,19%,-3%
COc1ccc(-n2cc(C(=O)O)c(=O)cc2C)cc1,-8%,3,3%,3%,-0.9,-3%,-20%,-4%
C[C@@H]1CN([C@@H](C)CO)C(=O)c2cc(NC(=O)Nc3ccc(F)cc3)ccc2O[C@@H]1CN(C)Cc1ccc(Oc2ccccc2)cc1,?,33,-38%[inhibitor],-5%,-0.6,-2%,1%,6%
COc1ccc(C(=S)N(C)C)cc1OC,16%,-12,1%,4%,-0.1,19µM*,3%,7%
CCOC(=O)C1=CCC(c2cccn2C(=O)OC(C)(C)C)N(S(=O)(=O)c2ccc(C)cc2)C1 (stereo not given),39%,-1,2%,-16%,-0.7,-6%,-14%,0%
Cc1noc2ncnc(Oc3ccccc3)c12,-8%,-7,0%,-6%,-0.4,-11%,-9%,2%
Cc1cnc(C(=O)Nc2nnc(C(C)C)s2)cn1,22%,0,20%,-1%,-1.8,-8%,-2%,9%
Cc1[nH]c(-c2ccc(F)cc2)cc1C(=O)N1CCN(c2ccc(Cl)cc2)CC1,4%,5,11%,-3%,-0.5,3%,-2%,2%
CCOc1ccccc1NC(=O)NC1(C(=O)NCc2cccnc2)CCCCC1,12%,1,2%,5%,0.4,2%,11%,2%
CCOC(=O)c1sc2nc(N3CCOCC3)c3c(c2c1N)CCCC3,11%,0,3%,8%,-2.3,-2%,6%,-1%
O=C(CCn1c(=S)oc2ccccc21)NCCC1=CCCCC1,-50%,2,-13%,-2%,-2.5,-1%,-4%,-7%
COc1ccc(C)cc1Nc1n[n+](C)c(-c2c3ccccc3cc3ccccc23)s1,6%,13,-8%,1%,-0.6,-7%,-9%,-12%
COc1ccc(C(CNC(=O)c2ccccc2C)N2CCCC2)cc1 (stereo not given),13%,/,16%,7%,0.6,-3%,-3%,-10%
COc1ccc(C(=O)OCC(=O)c2ccc(F)cc2)cc1OC,5%,6,-22%,-27%,-0.6,-2%,-14%,12%
Cc1cc(-c2nc(C)c(C(=O)NNC(=O)NC(C)C)s2)no1,-24%,0,12%,-19%,0.1,8%,12%,1%
CCN(CC)C(=O)c1ccc(-c2ccccc2)cc1,6%,2,-1%,-21%,0.6,-9%,0%,5%
CCCSc1nc(O)c(C2OC(=O)c3c2ccc(OC)c3OC)c(=O)n1C (stereo not given),8%,3,2%,-6%,-2.1,-17%,-10%,8%
CC(=O)c1ccc(NC(=O)CN2CCC(C(=O)c3ccc4c(c3)OCCO4)CC2)cc1,-6%,2,-6%,-11%[57.1 µM],0.9,0%,-2%,8%
CCN(CC(=O)Nc1c(F)cccc1F)C(=O)c1cc(S(=O)(=O)N(C)C)ccc1N1CCCC1,20%,2,-3%,-2%,-5.9,4%,-19%,-3%
CS(=O)(=O)c1cnc2c(-c3ccsc3)cnn2c1N,3%,2,-16%,6%,-1.2,-16%,-23%,2%

# Quoted from the listing (9 entries):
SMILES,FUS yeast rescue,PI5P4K alpha inh,Abeta yeast res,WRN inhibitor,IL2 activator,PLK1 PBD inh,EPAC1 antag,EPAC1 ag
COc1ccc(C)cc1Nc1n[n+](C)c(-c2c3ccccc3cc3ccccc23)s1,6%,13,-8%,1%,-0.6,-7%,-9%,-12%
COc1ccc(C(CNC(=O)c2ccccc2C)N2CCCC2)cc1 (stereo not given),13%,/,16%,7%,0.6,-3%,-3%,-10%
COc1ccc(C(=O)OCC(=O)c2ccc(F)cc2)cc1OC,5%,6,-22%,-27%,-0.6,-2%,-14%,12%
Cc1cc(-c2nc(C)c(C(=O)NNC(=O)NC(C)C)s2)no1,-24%,0,12%,-19%,0.1,8%,12%,1%
CCN(CC)C(=O)c1ccc(-c2ccccc2)cc1,6%,2,-1%,-21%,0.6,-9%,0%,5%
CCCSc1nc(O)c(C2OC(=O)c3c2ccc(OC)c3OC)c(=O)n1C (stereo not given),8%,3,2%,-6%,-2.1,-17%,-10%,8%
CC(=O)c1ccc(NC(=O)CN2CCC(C(=O)c3ccc4c(c3)OCCO4)CC2)cc1,-6%,2,-6%,-11%[57.1 µM],0.9,0%,-2%,8%
CCN(CC(=O)Nc1c(F)cccc1F)C(=O)c1cc(S(=O)(=O)N(C)C)ccc1N1CCCC1,20%,2,-3%,-2%,-5.9,4%,-19%,-3%
CS(=O)(=O)c1cnc2c(-c3ccsc3)cnn2c1N,3%,2,-16%,6%,-1.2,-16%,-23%,2%
